ASM inhibitor = blocks human secretory acid sphingomyelinase; P17405; Potency, µM (top dose mostly 57.5 µM), for the others: at the top dose activity change, negative = inhibition, hits mostly inhibitors; hit rate 0.006% among 340,000; AID 504937; placental ASM, HMU-PC fluorogenic substrate, 60 min; also: potency is read from the fitted curve at half-maximal effect
Target sequence (P17405 47-631 limits assumed): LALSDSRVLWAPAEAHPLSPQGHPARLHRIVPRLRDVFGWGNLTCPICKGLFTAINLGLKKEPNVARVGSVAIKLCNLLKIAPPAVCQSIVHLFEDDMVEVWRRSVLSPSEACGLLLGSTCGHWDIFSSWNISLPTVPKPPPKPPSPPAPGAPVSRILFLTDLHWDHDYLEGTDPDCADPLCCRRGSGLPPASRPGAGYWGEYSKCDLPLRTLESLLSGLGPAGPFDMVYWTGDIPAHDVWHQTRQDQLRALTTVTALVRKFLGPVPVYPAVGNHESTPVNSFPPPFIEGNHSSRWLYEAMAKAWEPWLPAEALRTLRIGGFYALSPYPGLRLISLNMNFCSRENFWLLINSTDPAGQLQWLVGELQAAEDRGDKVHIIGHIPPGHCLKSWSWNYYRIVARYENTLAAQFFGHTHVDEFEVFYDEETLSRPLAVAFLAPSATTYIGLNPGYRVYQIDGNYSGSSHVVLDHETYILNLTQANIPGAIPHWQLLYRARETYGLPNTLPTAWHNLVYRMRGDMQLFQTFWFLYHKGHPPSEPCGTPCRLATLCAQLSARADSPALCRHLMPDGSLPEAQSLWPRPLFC
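HMU-PC0 cleavage (9 uM final) by human placental ASM, 60 min at 37 °C following 10 min compound exposure at RT; stopped at pH 10, fluorescence Ex 386/Em 447 nm.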
a7 integrin act = activators of alpha7 integrin expression for muscular dystrophy | Potency, µM (series often up to 38.3 µM), for the others: top-dose activation, hits mostly activators | hit rate 0.064% among 350,000 | alpha7betagal myoblasts, beta-gal FDG fluorescence, 48 h;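 also: potency is read from the fitted curve at half-maximal effect; 100% = response of the positive control SU9516; nearly all actives have a fitted effect of over 60% in size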
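alpha7betagal+/- myoblasts (passage 13, 250/well) treated 48 h at 37C with compounds at 1:260 dilution of DMSO stock. Lysed, then beta-galactosidase activity read as FDG fluorescence (ex 480/em 540) after 30 min, with pre-read for autofluorescence.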
p53 reactivator = mutant p53 re-activation in reporter cells; hit rate 0.063% among 320,000; AID 504706; H1299 p53-A138V BP100-luciferase reporter, luminescence, 24 h; Potency, µM (highest dose often 92.2 µM), without a hit: top-dose activity change, positive = activation, usual class: activators; also: potency is read from the fitted curve at half-maximal effect; % of control where 0% means no effect; nearly all actives have a fitted effect of over 45% in size
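p53-null H1299 cells stably carrying temperature-sensitive p53-A138V and a BP100-luciferase reporter were pinned with compounds (4-point, 1:5 series) and held 24 hrs at 37 deg C. Luminescence was read 10 min after detection reagent.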
B2AR arrestin = beta2AR (human) beta-arrestin recruitment activity; P07550; beta-arrestin recruitment to beta2AR, cell-based reporter; Potency, µM (titrated, usually from 46.1 µM), for inactives: at the highest dose activation, most hits filed as activators; hit rate 0.02% among 330,000;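 also: potency is read from the fitted curve at half-maximal effect; 0% = DMSO controls and full agonism = EC100 isoproterenol or metaproterenol; nearly all actives have a fitted effect of over 65% in size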
uPA surface inh = inhibitors of cell surface uPA generation; cell surface uPA generation assay, qHTS; Potency, µM (doses to about 38.3 µM), inactives show at the top dose activity change, negative = inhibition, most hits filed as inhibitors; hit rate 0.31% among 330,000; active = well fitted inhibition curve with a large enough effect; inconclusive = small, poorly fitted or top-dose-only effect; inactive = no such curve, though single readings can be large or run the other way; tested in mouse RAW 264.7 cells; also: potency is read from the fitted curve at half-maximal effect; % is scaled to controls: 0 for no effect and ±100 for the full control effect; nearly all actives have a fitted effect of over 55% in size
BRCA1 expr act = activators of BRCA1 expression; hit rate 1.1% among 380,000; Potency, µM (titrated, usually from 46.1 µM), for inactives: at the highest dose activation, usual class: activators; MCF7-BRCA1-FFLuc reporter, luminescence, 48 h; response scale: scaled: vehicle 0%, 10 µM genistein 100%; also: potency is read from the fitted curve at half-maximal effect; nearly all actives have a fitted effect of over 80% in size; some results filed as inactive show a strong effect at the top dose
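MCF7-BRCA1-FFLuc, 2000 cells/well; 2 h attach, 37 °C/5% CO2; compound 48 h; luciferase substrate 15 min; luminescence end-point. Norm. to genistein 10 microM max activation and DMSO; concentration-response curves fitted.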
PTAP TSG101 blk = blocks PTAP/TSG101 interaction to inhibit HIV-1 budding; Q99816; Fluorescence polarization, FITC-PTAP peptide / Tsg101 binding; Potency, µM (titrated, usually from 115 µM), without a hit: top-dose activity change, negative = inhibition, actives largely listed as inhibitors; 340,000 tested, under 10 active; AID 493005; active = well fitted inhibition curve with a large enough effect in the main read-out, with a control signal flat, not every such curve was filed as active; inconclusive = small, poorly fitted or top-dose-only effect, or effect the other way, or a change in a side signal; inactive = no such curve, though single readings can be large or run the other way; also: potency is read from the fitted curve at half-maximal effect; % of control where 0% means no effect
Target sequence (Q99816 whole entry, looked up): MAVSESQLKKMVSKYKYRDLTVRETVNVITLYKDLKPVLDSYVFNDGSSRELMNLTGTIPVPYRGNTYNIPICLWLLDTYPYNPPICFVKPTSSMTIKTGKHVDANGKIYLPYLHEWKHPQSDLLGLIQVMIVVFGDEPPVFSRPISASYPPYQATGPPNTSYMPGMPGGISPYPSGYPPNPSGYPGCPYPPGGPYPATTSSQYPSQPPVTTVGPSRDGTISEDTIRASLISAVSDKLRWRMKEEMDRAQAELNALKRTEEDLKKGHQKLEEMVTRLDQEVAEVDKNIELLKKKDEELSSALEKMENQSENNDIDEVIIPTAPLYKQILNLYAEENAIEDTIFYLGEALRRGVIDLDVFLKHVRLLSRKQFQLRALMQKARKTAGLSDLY
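Fluorescence polarization binding of Tsg101 binding domain (10 uM final) to FITC-labeled PTAP peptide (50 nM final) in HEPES pH 7.5 buffer with NaCl, Tween 20, EDTA, TCEP. Compounds added before peptide; binding 20 min at RT.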
USP2a inh = inhibitors of human ubiquitin-specific protease USP2a. AID 463254. hit rate 0.01% among 330,000. USP2 core, Ub-CHOP2 coupled fluorogenic reporter, 485/531. Potency, µM (doses to about 38.3 µM), for the others: at the top dose activity change, negative = inhibition, actives largely listed as inhibitors;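 also: potency is read from the fitted curve at half-maximal effect; plate controls were DMSO wells for no effect and full inhibition by NEM control for full effect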
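Deubiquitinase activity read as fluorescence (485/531 nm) after Ub-CHOP2 cleavage activates the enterokinase reporter on its substrate; USP2 core 10nM, Ub-CHOP2 and substrate 25nM each, 30min compound preincubation then 60min RT; data normalized to NEM, curves fitted.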
TRPV1 agonist = activates the human vanilloid receptor TRPV1 | hit rate 0.19% among 320,000 | TRPV1-expressing cells, Fluo-8 calcium influx, agonist mode | AID 540275 | activation, % at 8.33 µM; in the data active = activation above about 80%; inconclusive = between about 30% and that limit; also: 0% is about no effect
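Cells expressing TRPV1 were dye-loaded with Fluo-8 and read kinetically: 10 s baseline, 3 min after compound (agonist portion), then 2 min after EC20 capsaicin (allosteric enhancer portion). Calcium-bound dye fluorescence at 480/520 nm.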
Eya2 inh = inhibitors of human Eya2 phosphatase activity | AID 488837 | hit rate 0.006% among 330,000 | O00167 | recombinant Eya2, OMFP fluorescence dephosphorylation (OMFP is methylfluorescein phosphate) | Potency, µM (highest dose often 76.9 µM), inactives show top-dose activity, negative = inhibition, usual class: inhibitors; also: potency is read from the fitted curve at half-maximal effect; % is scaled to controls: 0 for no effect and ±100 for the full control effect
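Eya2 (0.2 uM) preincubated 10 min at ambient with compound, then OMFP substrate added at 50 uM; 10 min reaction in 50 mM HEPES pH 7.5, 50 mM NaCl, 5 uM MgCl2, 0.05% BSA, 1 mM DTT. Fluorescence read at Ex 485/Em 525 nm.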
ELG1 genotoxic = genotoxicity induction in ELG1-luciferase HEK293T cells | HEK293T ELG1-luciferase reporter, luminescence, 16 h | Potency, µM (doses to about 46 µM), for inactives: at the top dose activity change, positive = activation, actives largely listed as activators | hit rate 1.3% among 330,000 | AID 504466; also: potency is read from the fitted curve at half-maximal effect; % of control where 0% means no effect; nearly all actives have a fitted effect of over 60% in size
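Cells (2,000/well) expressing the ELG1-luciferase fusion are dosed by pin tool and kept 16 hr at 37 °C, 5% CO2. Signal comes from ONE-Glo luciferase reagent after 30 min at room temperature.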
The depositor's hits bear a star; u = inconclusive; x = no result given; [ ] = remark or other dose. Unless noted, calls follow the shape of the dose curve; as a rule, active = well fitted curve in the direction sought with a large enough effect; inconclusive = small, poorly fitted or top-dose-only effect, or another doubt; inactive = no such curve, though single readings can be large; an effect the other way counts as inactive or inconclusive. Hits appear at their usual frequency. About 2.6% of those tested had a hit in this group.

SMILES	ASM inhibitor	a7 integrin act	p53 reactivator	B2AR arrestin	uPA surface inh	BRCA1 expr act	PTAP TSG101 blk	USP2a inh	TRPV1 agonist	Eya2 inh	ELG1 genotoxic
COC(=O)CC1(C(=O)OC)Oc2ccc(Br)cc2C(=O)N1c1ccc(Br)cc1Cl (stereo not given)	-1%	7%	-2%	0.2%	-16%	-92%	-1%	-1%	13	-1%	-16%
COC(=O)Cc1nc(NC(=O)c2cccs2)sc1C	-3%	-7%	u	0.3%	-3%	97%	1%	2%	4	3%	15%
Cc1ccccc1Nc1nc(N)nc(CSc2nnnn2-c2ccccc2)n1	-5%	13%	-7%	-0.3%	-3%	-3%	0%	0%	3	5%	u
O=C(c1ccco1)N1CCCN(Cc2cn[nH]c2-c2ccc(-c3ccccc3)cc2)CC1	-2%	-16%	-2%	0.5%	0%	52%	0%	-6%	-2	-8%	0%
COc1cc2[nH]c3c(=O)n(CCN4CCOCC4)cnc3c2cc1OC	6%	2%	-2%	7.5%	0%	-19%	1%	-10%	-1	-16%	6%
CCc1ccccc1NC(=O)CN(C)C(=O)Cn1cc(C(F)(F)F)cc(Cl)c1=O	3%	-14%	2%	0.2%	9%	-16%	-3%	1%	0	-7%	0%
Cc1ccc(S(=O)(=O)N2CCC(C)CC2)cc1[N+](=O)[O-]	-1%	-16%	9%	-0.2%	x	-3%	0%	4%	14	-3%	-4%
O=C(CNC(c1ccccc1)c1ccccc1)Nc1ccc(F)cc1	2%	-23%	-6%	-0.2%	8%	-21%	-4%	0%	0	0%	-4%
CCN(CC)CCNC(=O)c1ccc(NC(=O)c2ccc(S(=O)(=O)N3CCCC3)cc2)cc1	-3%	18%	x	x	-3%	-20%	-7%	x	x	x	x
COc1cc(NC(=O)CSc2ncnc3c2cnn3Cc2ccccc2)cc(OC)c1	-1%	-26%	-2%	-0.4%	5%	1%	-2%	6%	-2	-5%	-11%
COc1ccc(C2=NN(C(=O)COc3ncnc4ccccc34)C(c3ccco3)C2)cc1 (stereo not given)	-27%	-3%	-5%	0.3%	3%	-10%	-2%	0%	-4	5%	2%
CCOC(=O)c1cnc2c(c(C3CC3)nn2C)c1N1CCOCC1	0%	-28%	-2%	-0.6%	-10%	-23%	3%	1%	1	3%	-5%
Cc1c(NC(=O)c2cccs2)cccc1[N+](=O)[O-]	-5%	12%	10%	-0.1%	4%	23%	0%	3%	11	-5%	0%
CCOC(=O)c1c(S(=O)(=O)Nc2ccccn2)c(C)n(C)c1C	2%	-16%	4%	0.1%	3%	2%	-2%	0%	2	3%	1%
CC(/C=N/NC(=O)CSc1ccccn1)=C\c1ccc(C(C)C)cc1	-15%	-24%	u	-0.1%	-2%	u	0%	1%	24	-8%	u

Other compounds follow:
SMILES	ASM inhibitor	a7 integrin act	p53 reactivator	B2AR arrestin	uPA surface inh	BRCA1 expr act	PTAP TSG101 blk	USP2a inh	TRPV1 agonist	Eya2 inh	ELG1 genotoxic
COc1cccc(/C=C/C(=O)Nc2ccc3c(c2)OCCO3)c1OC	-3%	0%	-7%	0.2%	-9%	u	0%	-1%	0	15%	1.3µM*
O=[N+]([O-])c1cc(Cl)cc(/C=N/NC(=S)Nc2ccc(S(=O)(=O)N3CCOCC3)cc2)c1O	-25%	7%	1%	-0.5%	-2%	-27%	u	2%	3	-3%	3%
CC(=O)c1ccc(NC(=S)N2CCN(c3cccc(Cl)c3)CC2)cc1	-9%	6%	5%	-0.7%	2%	1%	0%	2%	6	11%	-4%
Cc1ccc(NC(=O)c2ccccc2NC(=O)CCC(=O)O)cc1	5%	16%	17%	-0.7%	3%	26%	2%	1%	-3	1%	1%
CCOCCCNC(=O)C(c1ccc(Cl)cc1)N(Cc1ccc2c(c1)OCO2)C(=O)CNC(C)=O (stereo not given)	-1%	5%	1%	4.4%	-3%	-23%	2%	1%	0	9%	-3%
CCOC(=O)c1ccc(NC(=O)c2cccc(C)c2[N+](=O)[O-])cc1	-24%	0%	13%	0.2%	0%	52%	-4%	-1%	u	-7%	3%
Cc1ccc(C(=O)Nc2c(C#N)c(C)c(C)n2Cc2ccccc2)cc1	-13%	-12%	-1%	-0.2%	2%	-37%	-2%	4%	7	11%	-6%
CN(Cc1ccccn1)Cc1nc(Cc2ccccc2Cl)no1	-1%	-6%	-3%	-0.1%	3%	-8%	0%	2%	19	8%	2%
Cn1c(=O)c2c(nc(NCCOc3ccc(C(C)(C)C)cc3)n2C)n(C)c1=O	1%	-12%	-6%	-1.0%	-4%	-44%	-5%	3%	0	2%	4%
COc1nnc(-c2ccc(N3CCOCC3)c(NC(=O)c3ccco3)c2)c2ccccc12	-1%	-12%	-5%	0.4%	1%	-1%	-11%	1%	x	-2%	2%
Cc1ccc(C)c(CN2C(=O)CSc3ccc(C(=O)N4CCCC4)cc32)c1	0%	-38%	-4%	-0.7%	3%	-29%	-11%	2%	14	-6%	1%
Cn1nc(C(F)(F)F)c2cc(C(=O)Nc3ccc(F)c(Cl)c3)sc21	-15%	33%	-7%	0.0%	-1%	-74%	-2%	-9%	u	u	-11%
O=C(O)[C@@H](c1ccccc1)N1Cc2ccccc2C1=O	-2%	18%	6%	0.3%	7%	20%	0%	0%	x	5%	1%
Cc1ccc(NC(=S)NNC(=O)c2cn(C)nc2C)cc1	-1%	0%	10%	-0.2%	-3%	-1%	-7%	2%	3	-27%	-1%
O=C1NC(=O)/C(=C\c2ccc(Cl)nc2)S1	3%	-8%	25%	-0.2%	u	u	2%	-2%	-2	14%	u

2 of the compounds above, with two lines to a compound.
Values in the order: ASM inhibitor | a7 integrin act | p53 reactivator | B2AR arrestin | uPA surface inh | BRCA1 expr act | PTAP TSG101 blk | USP2a inh | TRPV1 agonist | Eya2 inh | ELG1 genotoxic
CC(=O)c1ccc(NC(=S)N2CCN(c3cccc(Cl)c3)CC2)cc1
→ -9% | 6% | 5% | -0.7% | 2% | 1% | 0% | 2% | 6 | 11% | -4%
Cc1ccc(NC(=O)c2ccccc2NC(=O)CCC(=O)O)cc1
→ 5% | 16% | 17% | -0.7% | 3% | 26% | 2% | 1% | -3 | 1% | 1%

New compounds follow
SMILES	ASM inhibitor	a7 integrin act	p53 reactivator	B2AR arrestin	uPA surface inh	BRCA1 expr act	PTAP TSG101 blk	USP2a inh	TRPV1 agonist	Eya2 inh	ELG1 genotoxic
COc1cc2[nH]c(C(=O)NCC3CCCO3)cc2c(OC)c1OC (stereo not given)	0%	5%	0%	0.2%	-2%	1%	-3%	3%	6	3%	7%
COc1cccc(CN2CCNC(=O)C2CC(=O)N(C)CCc2ccccn2)c1OC (stereo not given)	x	x	-3%	-0.6%	x	x	x	1%	0	9%	5%
O=C(OCc1csc(-c2ccccc2)n1)c1ccccc1O	-2%	-3%	16%	-1.1%	-4%	-34%	0%	-1%	8	-2%	u
Cc1c(C(=O)N2CC(C)OC(C)C2)[nH]c2ccc(Br)cc12 (stereo not given)	-3%[11.5 µM]	1%	-4%	-0.6%	3%	-44%	-8%	5%	8	4%	-4%
COc1nccnc1NS(=O)(=O)c1ccc(NC(=S)NC(=O)c2ccc(F)c(F)c2)cc1	1%	2%	1%	-0.4%	0%	-7%	1%	5%	-3	0%	0%
CCOC(=O)Nc1c(Cl)n(C)c(=O)n(C)c1=O	0%	-47%[inhibitor]	4%	0.5%	-3%	-51%	-2%	1%	-3	-20%	-4%
CCc1nnc(NC(=O)CN2CCN(Cc3ccc(C)cc3)CC2)s1	0%	-4%	x	-0.4%	1%	21%	-10%	-2%	4	15%	0%
CCC1CCCCN1C(=O)c1cccc(S(=O)(=O)Nc2cc(C(F)(F)F)ccc2Cl)c1 (stereo not given)	u	-5%	7%	-0.7%	0%	-12%	-1%	4%	29	0%	-3%
CC(=O)c1sc(NC(=O)c2cc(-c3ccccc3)nn2-c2ccccc2)nc1C	4%	17%	-2%	-0.5%	0%	-28%	0%	1%	6	-19%	-15%
O=[N+]([O-])c1ccccc1N/N=C/c1ccccc1	-1%	16%	11%	0.1%	22%	77%	-2%	0%	0	9%	u

Looked up above:
In ASM inhibitor, Cn1nc(C(F)(F)F)c2cc(C(=O)Nc3ccc(F)c(Cl)c3)sc21 reads -15%
In B2AR arrestin, Cc1ccc(S(=O)(=O)N2CCC(C)CC2)cc1[N+](=O)[O-] reads -0.2%
In PTAP TSG101 blk, Cc1ccc(C(=O)Nc2c(C#N)c(C)c(C)n2Cc2ccccc2)cc1 reads -2%
In ASM inhibitor, Cc1c(C(=O)N2CC(C)OC(C)C2)[nH]c2ccc(Br)cc12 (stereo not given) reads -3%[11.5 µM]
